Screens deposited in PubChem by several laboratories.
procasp3 activ = activators of human procaspase-3 D3A mutant, primary screen, biochemical, absorbance, PC-3 D3A mutant, single concentration | Caspase-3 (Homo sapiens), P42574 | recombinant procaspase-3 D3A, Ac-DEVD-pNA absorbance 405 nm | activation, % at 8.5 µM | hit rate 0.11% among 330,000 | AID 463141, 2010;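 active = activation above the mean of all tested compounds plus 3 SD, cut at about 21% in these data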;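 note: 0% = DMSO alone and 100% = DMSO wells spiked with extra 5 µM PC-3 D3A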
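Compound: 8.5 µM single point, 0.8% DMSO / Material: Autoprocessing-dead procaspase-3 D3A mutant enzyme / Timing: 1 h preincubation plus 2 h reaction at 25 °C / Medium: Zinc-free HEPES/NaCl buffer with 0.01% Triton X-100 at pH 7.4 / Technique: 405 nm absorbance of p-nitroaniline, reads at 0 and 120 min / Repeats: one well per compound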
RPL19A-GFP yeast = RPL19A-GFP expression modulators in yeast, primary screen, cell-based, S. cerevisiae, multiplex flow cytometry, MLPCN; hit rate 0.3% among 330,000; S. cerevisiae RPL19A-GFP strain, 3 h; hits give low values; percent response vs DMSO, % at 10 µM;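 active = percent response vs DMSO below 50%; inconclusive = fewer than 70 events counted for the yeast strain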;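 note: median channel GFP fluorescence of the barcoded RPL19A-GFP strain; ratio of sample median GFP to plate DMSO average so 100% = DMSO; lower means less RPL19A-GFP as with rapamycin TOR inhibition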
AHR act = AHR activators, primary screen, cell-based, luminescence, luciferase reporter, human. Aryl hydrocarbon receptor (Homo sapiens), P35869. AHR-responsive luciferase reporter cells. activation, % at 5 µM. hit rate 2.5% among 320,000; in the data active = activation above about 47%;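 note: 0% = vehicle wells and 100% = reference agonist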
EBNA-1 inhibitor = EBNA-1 DNA-binding inhibitors, primary screen, biochemical, fluorescence polarization; inhibition, % at 14.8 µM; hit rate 0.34% among 300,000; in the data active = inhibition above about 28%
proCasp7 act = procaspase-7 activators, primary screen, counter-screen for procaspase-3 activator project, biochemical, absorbance, HTS, human. AID 463210, 2010. activation, % at 8.5 µM. hit rate 0.093% among 330,000. recombinant procaspase-7, Ac-DEVD-pNA absorbance 405 nm; D23A/D198A/D206A triple mutant, cannot self-cleave; scale: DMSO 0, 5 µM enzyme 100. Caspase-7 (Homo sapiens), P55210;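 active = percent activation above the screen-wide mean plus 3 SD, cut at about 25% in these data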
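signal = Epi-absorbance of released pNA at 405 nm, two timepoints | assay system = Uncleavable procaspase-7 mutant enzyme | reagent = Ac-DEVD-pNA substrate, 400 µM as added | times = 1 h enzyme–compound preincubation and 2 h substrate reaction, both 25 °C | benchmarks = low DMSO alone, high DMSO plus 5 µM PC-7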
ZTA counter = blocks Epstein-Barr virus ZTA, an EBNA-1 counter-screen. P03206. ZTA-DNA binding, fluorescence polarization. inhibition, % at 11 µM. hit rate 0.15% among 320,000. AID 2234; in the data active = inhibition above about 33%
LAP4-GFP MLPCN = modulators of LAP4-GFP expression in yeast, primary screen, S. cerevisiae, multiplex flow cytometry, MLPCN library. 3 h; median GFP as percent of DMSO wells. GFP response vs DMSO, % at 10 µM. hit rate 0.34% among 320,000. AID 2023, 2009;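 active = GFP response vs DMSO above a set limit, about the screen mean plus 3 SD, cut at about 150% in these data; inconclusive = under 70 cell events counted for the yeast strain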
MEP2 TOR yeast = modulators of MEP2-GFP levels in yeast, primary screen, S. cerevisiae, multiplex flow cytometry, MLPCN library; AID 2016, 2009; GFP response vs DMSO, % at 10 µM; hit rate 0.51% among 330,000; S. cerevisiae MEP2-GFP strain, 3 h; 100% = DMSO control level;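 active = GFP response versus DMSO above a set limit, roughly screen mean plus 3 SD, cut at about 180% in these data; inconclusive = fewer than 70 cells counted for a yeast strain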;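 note: median GFP fluorescence of the barcode-gated MEP2-GFP cells per well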
An asterisk follows results filed as active; ? = inconclusive; · = not tested or not shown.

Compound	procasp3 activ	RPL19A-GFP yeast	AHR act	EBNA-1 inhibitor	proCasp7 act	ZTA counter	LAP4-GFP MLPCN	MEP2 TOR yeast
O=S(=O)(C(=CNc1ccccc1)S(=O)(=O)c1ccccc1)c1ccccc1	6	101	-3	11	1	-2	93	99
COC(=O)CCC(=O)Nc1ccc(S(=O)(=O)N2CCCCCC2)cc1	10	100	0	-2	13	-13	99	94
COc1ccccc1N=Nc1c(O)[nH]c2ccc(Br)cc12	5	86	46	4	10	2	·	92
CN(CC1CCCN(CCc2cccc(C(F)(F)F)c2)C1)C(=O)c1ccc2nc[nH]c2c1 (stereo unspecified)	8	101	2	4	2	-3	106	99
Cc1noc(C)c1NC(=O)Nc1ccc2c(c1)C(=O)N([C@@H](C)CO)C[C@@H](C)[C@@H](CN(C)Cc1ccc3c(c1)OCO3)O2	5	90	0	·	4	·	92	96
CC(=O)c1cc(CC=C(C)C)c(O)cc1O	-11	97	14	-20	-3	-6	110	103
COc1ccc(CC(=O)OCC(=O)NC2CCCC(C)C2C)cc1 (stereo unspecified)	-1	97	-1	·	-3	·	85	91
COc1ccc(N2CCN(C(=O)c3cc4cc(Cl)ccc4[nH]3)CC2)cc1	1	94	11	1	7	-14	98	94
COc1cccc(CCNC(=O)CC2C(=O)NCCN2Cc2ccc(C)o2)c1 (stereo unspecified)	-1	100	2	-2	-6	-25	100	98
COCCN(C(=O)c1cccc(N2C(=O)CCC2=O)c1)c1nc(-c2ccc([N+](=O)[O-])cc2)cs1	-1	98	4	-8	-8	1	109	107
Cc1c(C(=O)N2CCCCC2)oc2ccc(Br)cc12	3	99	8	2	2	-9	123	108
CCc1ccc(NC2=NC(C(=O)NC3CCCCC3)CC(=O)N2)cc1 (stereo unspecified)	-2	100	7	12	9	9	99	102
Cc1cccc(Nc2nnc(SCC(=O)NCC3CCCO3)s2)c1C (stereo unspecified)	0	102	2	·	1	·	91	106
O=c1c2ccccc2c(=O)n(-c2ccccc2)n1CCCCBr	5	101	2	12	-7	-2	120	101
Cc1ccc(CNC(=O)CN2C(=O)COc3ccc(S(=O)(=O)N4CCC(C)CC4)cc32)o1	-1	110	1	11	8	2	112	106
COc1ccc(S(=O)(=O)N2CCc3ccccc32)cc1C(=O)N1CCOCC1	-1	106	4	4	0	9	106	115
COc1cc(O)ccc1C(=O)CCc1ccc(O)cc1	-1	108	1	-7	-4	-13	96	109
COc1cc(C(=O)OCC(=O)N(CC(C)C)C2CCS(=O)(=O)C2)ccc1OCC(C)C (stereo unspecified)	-2	94	0	10	6	3	99	97
CCOc1cc(C(=O)NN=C2CCCC2)cc(OCC)c1OCC	9	108	8	11	-5	-13	78	95
CCOc1ccc(NC(=O)CC2C(=O)N(C)C(=S)N2Cc2ccc3c(c2)OCO3)cc1 (stereo unspecified)	-1	83	2	1	0	-15	88	84
CCCCOC(=O)c1cc(-c2ccc(/C=N/n3cnnc3)o2)ccc1Cl	11	102	4	-9	6	-5	102	109
O=C(Cn1c(=O)n(Cc2ccccc2)c(=O)c2cc(Cl)ccc21)NCC1CCCO1 (stereo unspecified)	5	99	2	-14	-4	-4	91	99
CN1C(C(=O)NCc2cccc(C(F)(F)F)c2)CC2Cn3c(nc4cc(Cl)c(Cl)cc43)C21 (stereo unspecified)	-5	88	2	1	2	5	90	100
COc1ccccc1NC(=O)C12CCC(C)(C(=O)C1)C2(C)C (stereo unspecified)	2	104	-1	-9	-8	-13	103	108

Some of these compounds in order of number of heavy atoms, high to low.
Compound	procasp3 activ	RPL19A-GFP yeast	AHR act	EBNA-1 inhibitor	proCasp7 act	ZTA counter	LAP4-GFP MLPCN	MEP2 TOR yeast
COc1cc(C(=O)OCC(=O)N(CC(C)C)C2CCS(=O)(=O)C2)ccc1OCC(C)C (stereo unspecified)	-2	94	0	10	6	3	99	97
CCOc1cc(C(=O)NN=C2CCCC2)cc(OCC)c1OCC	9	108	8	11	-5	-13	78	95
COc1ccccc1NC(=O)C12CCC(C)(C(=O)C1)C2(C)C (stereo unspecified)	2	104	-1	-9	-8	-13	103	108
COc1cc(O)ccc1C(=O)CCc1ccc(O)cc1	-1	108	1	-7	-4	-13	96	109

Next part.
Compound	procasp3 activ	RPL19A-GFP yeast	AHR act	EBNA-1 inhibitor	proCasp7 act	ZTA counter	LAP4-GFP MLPCN	MEP2 TOR yeast
COc1ccc(Cc2nnc(N/N=C/c3ccc(Br)cc3)[nH]c2=O)cc1OC	2	99	6	3	-1	18	104	98
Cc1cc(C)nc(SCC(=O)c2cc3ccccc3oc2=O)n1	-9	102	13	-13	-23	-16	96	90
CCOC(=O)c1ccc(NC(=O)CCOc2ccccc2)cc1	6	100	-8	1	1	-23	103	100
Cc1nnsc1C(=O)N1CCCC(C(=O)c2ccc(C(F)(F)F)cc2)C1 (stereo unspecified)	8	103	2	12	3	1	90	103
Cc1ccc(NC(=O)c2cc(S(=O)(=O)NCCC3=CCCCC3)ccc2F)cc1	3	100	9	2	1	-2	100	91
COc1ccc(NC(=O)C(C)N2c3cccc4cccc(c34)S2(=O)=O)cc1 (stereo unspecified)	2	90	-2	6	15	-8	92	91
COc1ccccc1-n1c(-c2ccco2)n[nH]c1=S	0	101	-1	17	-4	-1	85	97
COc1ccc(Cl)cc1NC(=O)c1oc(C)nc1C	5	?	26	-3	1	-3	?	?
CCCOc1ccc(/C(O)=C2/C(=O)C(=O)N(CCCn3ccnc3)C2c2ccco2)cc1 (stereo unspecified)	-23	94	6	-12	-67	6	100	98
Cc1ccc2[nH]c(=O)c(CN(Cc3ccco3)S(=O)(=O)c3c(C)ccc4nsnc34)cc2c1	-5	93	5	-4	3	-3	89	92
COc1ccc(S(=O)(=O)NCCSCc2ccccc2C)cc1Br	3	101	0	7	9	-1	92	101
Cc1nccn1CCC1CCCCN1C(=O)CCc1nnc(-c2ccsc2)o1 (stereo unspecified)	12	100	0	-12	0	-2	105	94
CCOc1ccc(-n2c(SCC(=O)NCc3ccco3)nc3c(c2=O)SCC3)cc1	-4	103	3	-3	-9	-6	108	107
CCCc1nnc(NC(=O)Cn2c(=O)oc3cc(Br)ccc32)s1	-5	88	1	-1	0	7	98	92
CN(c1ccccc1)S(=O)(=O)c1cccc(NC(=O)CCNC(=O)c2ccc([N+](=O)[O-])cc2)c1	-2	99	0	·	10	·	95	95
O=C(NCC1CCCO1)C(c1ccccn1)N(Cc1ccccc1Cl)C(=O)CN1C(=O)c2ccccc2S1(=O)=O (stereo unspecified)	2	103	-4	3	11	13	95	100
CCCCc1cc(=O)oc2cc(OCc3nn[nH]n3)ccc12	6	97	0	-2	-1	6	112	98
Cn1c(SCC(=O)N2CCc3ccccc3C2)nnc1-c1ccncc1	7	103	-1	6	-9	1	96	111
Clc1cc2nc(-c3cccnc3Cl)[nH]c2cc1Cl	0	104	113*	-1	8	-3	93	105
C/C(=N\NC(=O)c1c(C)nc2ccccn12)c1ccco1	5	103	16	-2	-2	9	92	103
O=c1cc(-c2ccc(C3CCCCC3)cc2)[nH][nH]1	-1	91	-3	-2	1	-16	145	102
CCn1c(CC(=O)Nc2ccccc2F)nnc1SCC(=O)N1CCN(c2ccccc2)CC1	1	89	2	-6	10	2	89	94
COc1ccccc1NS(=O)(=O)c1ccc(C)c(C(=O)NCC2CCCO2)c1 (stereo unspecified)	5	98	3	-5	4	1	120	105
CCCCC1(C)NC(=O)N(CC(=O)Nc2ccc(Cl)cc2C)C1=O (stereo unspecified)	-1	95	2	·	-5	·	100	105
O=C(O)CC12CC3CC(C1)CC(n1ncc(NCc4ccccc4Cl)c(Cl)c1=O)(C3)C2	8	102	3	14	9	6	109	110
Cc1cc(C)n2nc(SCC(=O)N/N=C/c3ccc(F)cc3)nc2n1	-7	92	29	2	-10	-6	103	98
CSc1ccc(-c2nc(CSCC(=O)N3CCOCC3)c(C)o2)cc1	4	99	-10	7	5	3	101	101
Cc1ccc(OCC(=O)Nc2ccc(S(=O)(=O)N(C)C3CCN(C)CC3)cc2)c(C)c1	-8	113	-2	-13	1	-4	106	116
COc1ccc(CCN2C(=O)CSC2c2cccc([N+](=O)[O-])c2)cc1OC (stereo unspecified)	3	108	-1	0	5	5	98	107
O=C(Nc1cccn(Cc2cccc(F)c2)c1=O)NC1CCCCC1	2	98	6	-15	-3	4	92	99
COc1ccccc1C(=O)NC(=S)Nc1ccc(N2CCOCC2)c(Cl)c1	-11	106	17	-7	-2	-1	91	103
C=CCNC(=O)CN1C2CCCC1CC(NC(=O)c1ccccc1C)C2 (stereo unspecified)	4	103	0	18	6	16	99	96
COC(=O)c1ccsc1NC(=O)CCS(=O)(=O)c1ccccc1	0	106	-1	0	-8	6	109	105
Cc1c(NC(=O)C(C)OC(=O)CCc2c[nH]c3ccccc23)c(=O)n(-c2ccccc2)n1C (stereo unspecified)	9	97	1	2	9	0	107	94
COc1ccccc1NC(=O)C1=C(C)NC(SCC(=O)Nc2ccc(C(=O)O)cc2)=C(C#N)C1c1cccs1 (stereo unspecified)	-3	95	4	1	-11	15	102	95
Cc1ccc(-c2nnc(-c3ccc(NC(=O)c4ccco4)cc3)o2)cc1	1	103	4	4	14	1	108	107
O=C(Nc1ccc(C(=O)NCc2ccccc2)cc1)C1=CSCCO1	2	104	-2	1	1	-1	106	104
CCOC(=O)c1[nH]c2ccc(OC)cc2c1NC(=O)c1ccc(OC)c(OC)c1	-7	95	3	1	-1	-9	101	100
Cc1noc(C)c1COc1ccccc1C(=O)NC1CCC(C)CC1 (stereo unspecified)	-3	107	1	12	6	-10	102	121
COc1ccc(C2(C)NC(=O)NC2=O)cc1OC (stereo unspecified)	4	93	-3	-7	-4	-5	99	109
CCCSc1nnc(NC(=O)CCc2ccccc2)s1	0	102	6	3	2	-1	104	97
CC1CN(C(=O)CCNC(=O)c2ccc(Br)cc2)CC(C)O1 (stereo unspecified)	7	98	0	-7	10	-8	108	99
Cn1c(C(=O)N2CCN(c3ccc(Cl)cc3)CC2)cc2c(=O)[nH]c3ccccc3c21	0	103	7	1	9	7	98	100
CCOc1ccc(NC(=O)c2cccc(OC(=S)N3CCC(C)CC3)c2)cc1	-3	93	9	2	2	15	102	95
Nc1nnn(-c2ccccc2)c1-c1ccccc1	10	98	-1	2	6	-2	104	100
CCOc1cc(C2C3=C(CC(C)(C)CC3=O)N(CCOC)C3=C2C(=O)CC(C)(C)C3)ccc1O	7	101	1	0	18	3	84	101
O/N=C\c1ccc2noc(-c3ccc(Cl)cc3)c2c1	2	113	3	-12	2	1	89	113
Nn1c(SCC(=O)Nc2ccc(OC(F)F)cc2)nnc1-c1ccco1	1	94	16	-12	-6	-8	97	97
O=C(Nc1cccc2ncccc12)c1ccc(-c2ccc(Br)cc2)o1	4	101	53*	-8	-1	-11	114	107
